# High-throughput results (PubChem BioAssay)
# NSD2 inh: inhibitors of human histone methyltransferase NSD2; O96028; NSD2 peptide methylation, AlphaScreen, 120 min; inhibition, % at 12.5 µM; 310,000 compounds, 0.54% hits; in the data active = inhibition above about 50%
# V-ATPase pHluor: yeast V-ATPase proton transport regulation by pHLuorin. S. cerevisiae, pHLuorin cytosolic pH fluorescence. 350,000 compounds, 0.37% hits. response, % at 10 µM. AID 504577; in the data active = response mostly above about 7.3%, no sharp cut-off; inactive = mostly below about 5.4%; note: actives read high; inactives centre near 0; some compounds called inactive have numbers as strong as hits; reference of the scale not given here
# HTR5A inv ctr: counter-screen for OPRM1-OPRD1 inverse agonists: human HTR5A inverse agonism. P47898. HTR5A cell line, luminescence. inhibition, % at 9.3 µM. 340,000 compounds, 0.083% hits; in the data active = inhibition mostly above about 23%, no sharp cut-off; inactive = mostly below about 18%;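 note: 0% = cells with DMSO and 100% = no-cell wells with DMSO; some compounds called inactive have numbers as strong as hits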
# Target sequence (P47898 whole entry, looked up): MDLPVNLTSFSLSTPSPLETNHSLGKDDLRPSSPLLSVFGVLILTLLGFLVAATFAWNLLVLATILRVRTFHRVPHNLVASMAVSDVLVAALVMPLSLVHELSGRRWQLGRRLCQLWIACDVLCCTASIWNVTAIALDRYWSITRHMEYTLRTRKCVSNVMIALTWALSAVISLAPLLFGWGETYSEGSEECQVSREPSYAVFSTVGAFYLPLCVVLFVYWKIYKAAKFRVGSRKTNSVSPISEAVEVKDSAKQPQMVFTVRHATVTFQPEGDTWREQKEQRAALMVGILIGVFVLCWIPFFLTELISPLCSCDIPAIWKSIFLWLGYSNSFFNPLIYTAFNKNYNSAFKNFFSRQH
# dFosB act: enhances mouse delta FosB homodimer DNA binding; P13346; purified delta FosB, TAMRA-CDK5 oligo fluorescence polarization; percent of positive-control signal above neutral wells; activation, % at 25 µM; 340,000 compounds, 0.99% hits;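 active = mean activation above about 17%, with every replicate also reaching it, limit read from the data, passing the limit was not always enough; inconclusive = only one of the two conditions met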;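 note: fluorescence polarization rise as delta FosB binds a TAMRA Cdk5 AP-1 oligo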
# Target sequence (P13346 whole entry, looked up): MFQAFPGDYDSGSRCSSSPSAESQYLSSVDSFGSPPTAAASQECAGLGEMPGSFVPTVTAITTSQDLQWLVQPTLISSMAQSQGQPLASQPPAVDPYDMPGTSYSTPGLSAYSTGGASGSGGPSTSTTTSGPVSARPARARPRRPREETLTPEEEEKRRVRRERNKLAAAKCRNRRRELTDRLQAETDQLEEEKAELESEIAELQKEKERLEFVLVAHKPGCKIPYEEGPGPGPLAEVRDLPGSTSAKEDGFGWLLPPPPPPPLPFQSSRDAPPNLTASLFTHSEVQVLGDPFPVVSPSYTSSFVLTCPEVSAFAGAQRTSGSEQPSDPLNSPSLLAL
# CDK5 inh: blocks human CDK5/p35 kinase activity | 330,000 compounds, 0.01% hits | inhibition, % at 10 µM | AID 488839 | Recombinant CDK5/p35, ADP-Glo luminescence, 60 min;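 active = highest replicate inhibition of at least 50% and at least 75% of replicates reaching 50%; inconclusive = only one of the two criteria met; inactive = both criteria failed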;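 note: plate controls were DMSO neutral control for no effect and GW8510 at 10 µM for full effect; many of its hits are not listed in these tables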
# MITF act: activators of MITF-driven TRPM1 promoter activity in SK-MEL-5 cells; SK-MEL-5 TRPM1-promoter luciferase, 24 h; % of positive control, neutral wells = 0; activation, % at 12.5 µM; 300,000 compounds, 0.75% hits; AID 588334;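 active = mean activation of at least 80% with every replicate also reaching 80%; inconclusive = mean reaches 80% but some replicate falls short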;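 note: 0% = neutral control wells and 100% = parthenolide positive control wells; values of inactives mirror those of a sister screen read the other way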
# Wnt bcat act: activators of Wnt/beta-catenin signaling | Wnt/beta-catenin reporter cell assay, activator, plate reader | 300,000 compounds, 1.2% hits | activation, % at 9.35 µM; in the data active = activation above about 30%, passing the limit was not always enough; inconclusive = no clear call, values can overlap the other calls;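 note: 0% = neutral control wells and 100% = positive control wells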
# HTR5A ag: HTR5A agonism, opioid heterodimer counter-screen. AID 504692. HTR5A agonist assay, luminescence, cell-based. activation, % at 9.3 µM. 340,000 compounds, 0.61% hits. P47898; in the data active = activation mostly above about 9.5%, no sharp cut-off; inactive = mostly below about 7.6%;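 note: 0% = cells with vehicle only and 100% = reference agonist; strong numbers were not always called active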
# PvdQ inh: blocks Pseudomonas aeruginosa PvdQ acylase activity; inhibition, % at 10 µM; 340,000 compounds, 0.063% hits; purified PvdQ acylase, fluorescence plate reader; in the data active = inhibition above about 30%, passing the limit was not always enough; inconclusive = no clear call, values can overlap the other calls;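 note: 0% = vehicle neutral wells and 100% = reference inhibitor wells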
# SR-BI HDL uptake: blocks mouse SR-BI lipid uptake from DiI-HDL; inhibition, % at 12.5 µM; Q61009; ldlA[mSR-BI] CHO cells, DiI-HDL uptake fluorescence, 3 h; 320,000 compounds, 0.96% hits; AID 488896;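 active = mean replicate inhibition of at least 70% and a set share of replicates each scoring 70 or more; inconclusive = meets just one of the two criteria; inactive = fails both criteria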;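 note: 0% = median of neutral control wells and 100% = median of positive control wells; values of inactives mirror those of a sister screen read the other way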
# * = called active by the depositor; ? = inconclusive; . = not tested or not shown.
Molecule	NSD2 inh	V-ATPase pHluor	HTR5A inv ctr	dFosB act	CDK5 inh	MITF act	Wnt bcat act	HTR5A ag	PvdQ inh	SR-BI HDL uptake
CC/C(=N\NC(=O)C1CC1)c1cccc(Cl)c1	0	4	30	-8	-0.8	-5	-1	2	-13	-10
CN(Cc1ccco1)c1ncnc2ccc(-c3ccc4c(ccn4C)c3)cc12	.	-1	5	3	-0.2	-28	-9	2	9	17
CCCCN(C(=S)Nc1cccc(SC)c1)C1CCN(C(C)=O)CC1	10	0	-11	-5	0.7	-10	2	4	-12	2
CC[C@]12c3[nH]c4ccc(Cl)cc4c3CCN1C(=O)[C@@H](CC(=O)NCc1ccc(OC)c(OC)c1)C[C@@H]2C(=O)N1CCN(C(=O)c2ccco2)CC1	.	1	-7	-9	-1.0	0	-1	2	-7	78*
Cc1[nH]c2ccc(F)cc2c1CCN(Cc1ccncc1)C(=S)Nc1cccc(F)c1	.	1	1	9	1.0	7	-3	0	-6	-40
COc1ccc(CNC(=O)COC(=O)/C=C/c2ccco2)cc1	0	1	1	-9	-0.9	-1	.	0	-5	-5
COc1ccc(S(=O)(=O)c2ccc(O)cc2)cc1	-3	3	0	-8	0.2	.	5	3	-14	-23
Cc1ccc(S(=O)(=O)CC(c2ccccc2)N2CCCCC2)cc1 (stereo not given)	-1	.	9	-7	2.2	-11	.	4	3	-3
CC(NC(=O)CSc1ccc(S(=O)(=O)N2CCOCC2)cn1)c1ccc(Cl)cc1Cl (stereo not given)	0	-4	4	-14	-2.5	1	0	2	-5	7
O=c1cc(-c2ccc(O)cc2)oc2c(O)c(O)c(O)c(O)c12	.	-2	18	-9	2.5	-3	1	4	15	-11
CCN1CCN(c2ncnc3c2cnn3-c2ccc(C)cc2C)CC1	.	0	-26	-8	-2.7	-2	1	9	-7	5
CN(C(=O)c1ccc2c(=O)n3c(nc2c1)CCCCC3)c1cccc(Cl)c1	10	1	15	-5	-0.3	6	-1	-6	-9	.
CC(C)(C)NC(=O)CN(C(=O)Cn1nnc(-c2ccc(Cl)cc2)n1)C1CCN(Cc2ccccc2)CC1	.	5	-21	26*	0.1	4	.	-2	-7	-4
CCN(CC)c1ccc(/C=C2\SC(N)=NC2=O)cc1	1	0	-21	-2	1.2	32	0	-2	-14	13
CC(=O)N1CCC(N(CCCOC(C)C)S(=O)(=O)c2ccc([N+](=O)[O-])cc2)CC1	-2	-5	-3	-7	-0.5	-6	1	1	8	-17
COc1ccc(OC)c(S(=O)(=O)N/N=C(/C)c2ccc3c(c2)OCO3)c1	-2	-1	-8	-4	1.9	-2	1	7	-16	-9
CCOc1cc(/C=C2/SC(=S)NC2=O)ccc1OC(=O)c1ccco1	38	6	4	-4	0.9	1	.	-2	11	8
O=C(O)/C=C/C(=O)NCCC(c1ccccc1)c1ccccc1	-3	2	-13	0	0.2	14	2	4	-9	-8
Cc1cccc(C(=O)Nc2ccc(S(=O)(=O)N3CCOCC3)cc2C)c1	0	-9	7	-7	0.7	6	-1	-2	-9	-9
N#CCCn1cc(/C=N/NC(N)=S)c(-c2ccc(-c3ccccc3)cc2)n1	1	-2	-14	27*	1.4	-7	-1	0	7	39
COc1cc(C2C(C#N)=C(N)Oc3cc(C)n(CCN4CCOCC4)c(=O)c32)cc(OC)c1OC (stereo not given)	0	1	8	-1	-2.7	5	.	-2	-10	-20
COc1ccc(N2CCN(C(CNC(=O)C(=O)NCCC3=CCCCC3)c3ccco3)CC2)cc1 (stereo not given)	-2	-2	-3	-7	-0.3	-12	.	-2	0	36
CC1=NNC(=O)C1CCC(=O)N/N=C/c1ccc(Cl)cc1Cl (stereo not given)	25	1	-35	-5	0.1	1	-1	4	-3	7
O=C(c1ccc2c(c1)OCO2)N1CCc2ccccc21	1	1	-8	-6	-2.2	24	3	3	-8	.
Oc1ccc[n+](/C=C\c2ccccc2)c1	.	7	5	-8	-1.2	-4	-2	-4	-4	-4

# Next part.
Molecule	NSD2 inh	V-ATPase pHluor	HTR5A inv ctr	dFosB act	CDK5 inh	MITF act	Wnt bcat act	HTR5A ag	PvdQ inh	SR-BI HDL uptake
O=C(CSc1nnnn1C1CCCC1)NCc1ccc2c(c1)OCO2	1	1	-6	-5	1.1	-7	.	3	0	-30
COc1ccc(N2C(=O)c3ccc(C(=O)Nc4cc(OC)ccc4OC)cc3C2=O)cc1	-1	3	9	6	0.2	5	0	-2	-10	61
Cn1ncc(Cl)c1C(=O)N1CCN(c2ccc(F)cc2)CC1	-2	-7	-10	-10	0.6	1	-1	-1	7	10
Cc1cc(NC(=O)CCC(=O)N(C(C(=O)NC(C)(C)C)c2ccccc2Cl)C(C)(C)C)no1 (stereo not given)	-2	-2	-10	-9	0.5	-2	-1	4	-12	.
C=C1CC2C=C(NC(C)=O)CC(C1)C2 (stereo not given)	.	-2	4	0	1.7	10	-2	-1	-8	-5
Cc1ccc(OCCCC(=O)NCc2ccco2)cc1	0	0	23	-12	-2.2	3	-1	4	-9	-18
CCOC(=O)C1CCN(C=Nc2cc(C)on2)CC1	-1	5	-10	-1	-2.0	-3	.	1	7	-26
Cc1ccccc1C(=O)Nc1ccccc1C(=O)NCC(C)C	-3	0	-14	-13	1.9	-16	3	1	-8	9
O=S(=O)(NCC(Nc1ccccc1)c1ccccc1)c1ccc(Cl)cc1 (stereo not given)	-1	-1	-19	-7	1.5	-19	-11	2	-5	11
O=C(COc1ccc(S(=O)(=O)N2CCCC2)cc1)NCc1ccco1	.	2	-5	-6	-1.3	-1	.	-2	-11	11
Cc1ccc(-c2cc(C(=O)N(C)CC(=O)Nc3ccccc3Br)c3ccccc3n2)o1	-1	0	3	-14	0.2	12	3	11	-7	20
CCc1ccccc1NC(=O)CNC(=O)c1cn(Cc2ccccc2)nc1-c1cccnc1	-2	-3	-7	1	-1.0	-2	-3	3	12	-9
O=C(CSc1nc2ccccc2c(=O)n1Cc1ccco1)Nc1cccc(O)c1	0	0	-10	-14	-1.3	16	-2	4	0	.
c1ccc2c(c1)ncn2-c1ccc(-c2ccnc3ncnn23)cc1	0	3	15	-9	-0.6	11	-1	4	-6	30
CCC(Oc1nc2ccccc2nc1-c1ccccc1NC(C)=O)C(=O)c1ccccc1 (stereo not given)	-3	3	-18	-2	-1.3	-8	.	1	13	-16
O=C(O)/C(=C\c1ccc(-c2ccccc2[N+](=O)[O-])o1)c1ccccc1	6	0	-24	-3	3.4	-3	0	-1	-8	-3
COc1ccc(NC(=O)CCNS(=O)(=O)c2cccc3nsnc23)cc1OC	9	1	11	-3	1.9	8	-2	3	-8	-29
CN(C1CCCCC1)S(=O)(=O)c1ccc(C(=O)N2CCN(c3nc4ccccc4s3)CC2)cc1	0	0	-8	-6	.	-10	-5	2	-9	30
CCC(C)C(=O)N1CCCC(c2nc(-c3cccs3)no2)C1 (stereo not given)	0	-5	-5	-2	-0.4	?	?	4	-7	-10
C=CCNC(=S)NNC(=O)c1ccc([N+](=O)[O-])cc1	-1	4	-6	-5	-2.7	5	-3	-10	-10	1
Clc1ccccc1N1CCN(Cc2c[nH]c3ccccc23)CC1	4	-2	-10	2	-5.2	.	0	6	-6	-5
Cc1ccc(Cl)cc1NC(=O)NCCN1CCCCC1	1	-2	-8	0	0.9	.	0	2	-2	-27
COc1cc(S(=O)(=O)N2CCN(Cc3ccccc3)CC2)ccc1Br	.	-3	4	-4	0.4	-3	-2	-2	1	.
Cc1cc(N2C(=O)C(O)=C(C(=O)c3cc4ccccc4o3)C2c2ccc(Br)cc2)no1 (stereo not given)	-4	-9	-11	0	.	-7	-5	3	15	-11
COc1cc(NC(=O)c2cc(S(=O)(=O)N3CCCCC3)ccc2N2CCOCC2)cc(OC)c1OC	-1	-1	-8	-6	1.3	0	0	2	9	-5

# Structures above shown as hits in SR-BI HDL uptake.
SMILES | NSD2 inh | V-ATPase pHluor | dFosB act | CDK5 inh | MITF act | Wnt bcat act | PvdQ inh | SR-BI HDL uptake
CC[C@]12c3[nH]c4ccc(Cl)cc4c3CCN1C(=O)[C@@H](CC(=O)NCc1ccc(OC)c(OC)c1)C[C@@H]2C(=O)N1CCN(C(=O)c2ccco2)CC1 | . | 1 | -9 | -1.0 | 0 | -1 | -7 | 78*

# Remaining list, next part
Molecule	NSD2 inh	V-ATPase pHluor	HTR5A inv ctr	dFosB act	CDK5 inh	MITF act	Wnt bcat act	HTR5A ag	PvdQ inh	SR-BI HDL uptake
C/C(=N\NC(=O)Cc1ccc([N+](=O)[O-])cc1)c1cccnc1	2	3	10	1	-1.5	-1	-4	6	-9	-28
O=S(=O)([N-]c1nc2ccccc2nc1-[n+]1ccccc1)c1ccccc1	0	-1	-14	3	-1.2	2	.	-4	-14	-33
Cc1nn(C2CCS(=O)(=O)C2)c(Cl)c1/C=C/C(=O)OCC(=O)Nc1ccccc1[N+](=O)[O-] (stereo not given)	1	-2	-1	-1	0.9	-6	-2	0	-4	22
COCC(C)n1c(SCc2ccc(C(=O)OC)o2)nc2ccccc2c1=O (stereo not given)	0	2	20	-5	-2.5	-4	-4	2	-22	11
NS(=O)(=O)c1ccc(CCNCc2cccs2)cc1	-1	-2	-1	-4	-4.4	-8	0	1	-9	0
COc1ccc(OC)c(N(CC(N)=O)S(=O)(=O)c2ccc(OC)c(OC)c2)c1	-8	-2	-14	3	2.4	-4	.	1	-9	0
O=C(COc1ccc(Cl)cc1Cl)NN1C(=O)C2C3C=CC(C3)C2C1=O (stereo not given)	10	1	8	-4	-1.5	-6	8	-1	-17	-9
Cc1cc(NC(=O)COC(=O)c2ccc(S(=O)(=O)N3CCCc4ccccc43)cc2)no1	0	3	-2	-1	-3.0	-39	.	5	-2	-5
O=C(COC(=O)CSCC(=O)N1CCCCC1)Nc1ccc(Cl)cc1	0	0	9	-8	0.5	.	-5	4	-11	-24
O=C(NCCCN1CCN(CCCNC(=O)c2cccc(Cl)c2)CC1)c1cccc(Cl)c1	-1	1	-5	-12	0.3	1	-6	4	-10	7
Nn1c(SCC(=O)Nc2ccc(F)cc2)nnc1-c1ccccn1	.	-4	0	-2	0.4	.	-5	-2	-12	5
O=C(Nc1ccccc1C(F)(F)F)NC1(C(=O)N2CCOCC2)CCCCC1	.	2	2	-19	-1.9	-10	-3	0	-4	5
CC(C)(C)c1cc2cccnc2n1Cc1cccc(F)c1	2	-1	-12	3	0.5	2	.	-1	-6	-21
COc1ccc(-n2ccc3ccccc32)cc1	13	-2	8	-1	0.4	12	-1	-2	-1	31
CCOCCn1c(CN(Cc2ccccc2)Cc2ccccc2)nc2c1c(=O)[nH]c(=O)n2C	32	10	-1	-5	-1.1	-8	-2	-1	-8	-8
CSC1=NC(C)N2C(SC)=NC(C)N12 (stereo not given)	-2	-3	39	-1	-0.7	.	2	-3	-13	1
O=S(=O)(Nc1nccs1)c1cc(Cl)ccc1Cl	-9	-1	-15	-15	1.1	-6	.	0	-13	-9
CSCCC(NC(=O)c1ccco1)C(=O)OCC(=O)Nc1ncc(Cl)c(C)c1Cl (stereo not given)	-1	-1	17	4	0.9	6	.	-7	3	-25
C=CCn1c(Oc2ccccc2)nc2c1c(=O)n(C)c(=O)n2C	-2	-1	-3	1	0.5	3	-1	1	-10	-25
